DDE Tn7 FP inh = DD(E)-Tn7 binding inhibition, primary FP screen. P02675. FP displacement of FITC-Tn7 peptide from fibrin DD(E); 0% = median of compound wells per plate. inhibition, % at 8.3 µM. 370,000 compounds, 0.13% hits. AID 720508;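 active means inhibition above the mean of compounds falling within the control limits plus 3 SD of them, cut at about 14% in these data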;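 further: 0% = plate median of compound wells and 100% = 10 µM Aha-Tn7 peptide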
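Also added: labelled Tn7 tracer, 0.1 µM; Assay system: human fibrin DD(E) protein; Amount: 2 µM fibrin DD(E); Schedule: 10 min compound pre-incubation, 3 h probe incubation at room temperature; Repeats: one replicate per compound; Read-out basis: percent inhibition; Measured by: fluorescence polarization of the labelled Tn7 tracer.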
TDP2 inh = TDP2 (human) inhibition, absorbance primary screen | recombinant TDP2, T5PNP hydrolysis, p-nitrophenol absorbance 415 nm | O95551 | inhibition, % at 12.8 µM | AID 720702 | 370,000 compounds, 0.34% hits;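 active means inhibition above the mean of all tested compounds plus 3 SD, set per campaign, cut at about 25% in these data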;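 further: 0% = DMSO with enzyme and 100% = buffer with substrate but no TDP2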
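Assay system: recombinant human TDP2 / Reagent: T5PNP substrate at 5 mM, a TopII-DNA adduct mimic / Measured by: epi absorbance from released p-nitrophenol / Evaluation: % inhibition relative to enzyme-containing and enzyme-free wells / Control set: enzyme-free and DMSO wells / Replicates: each compound tested once, singlicate / Schedule: enzyme reaction with compound for 2 h at 37 °C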
SIAE primary = blocks human sialic acid acetylesterase; SIAE FP-Rh probe binding, fluorescence polarization; AID 1053197; inhibition, % at 9.66 µM; 370,000 compounds, 0.69% hits;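 active means inhibition above a cutoff: mean of compounds within the control limits plus 3 SD of those, cut at about 17% in these data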;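 further: 0% = plate median of compound wells and 100% = probe without SIAE protein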
LEDGF integ inh = blocks HIV-1 LEDGF/p75-dependent DNA integration; 370,000 compounds, 0.64% hits; inhibition, % at 3.7 µM; TR-FRET IN-LEDGF/p75 DNA integration, Eu/Cy5; AID 743269;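 active means inhibition above the screen-wide mean plus 3 SD, cut at about 13% in these data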;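 further: signal is the Cy5 over europium emission ratio at 671 and 618 nm; 0% = plate median of compound wells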
PRMT1 FP inh = PRMT1 (human) inhibition, primary screen; Q99873; recombinant PRMT1, activity-based probe fluorescence polarization; inhibition, % at 2.79 µM; 370,000 compounds, 1.3% hits;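 active means inhibition above about 21% made by adding two undisclosed values, limit read from the data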
proKLK7 act = activators of human kallikrein-7 zymogen; 370,000 compounds, 0.9% hits; purified proKLK7, EDANS-DABCYL substrate fluorescence; 100% is mature enzyme control, 0% vehicle; AID 652039; P49862; activation, % at 7 µM;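 active means activation above the mean of all tested compounds plus 3 SD, computed per campaign excluding outliers beyond control limits, cut at about 13% in these data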
Target sequence (P49862 whole entry, looked up): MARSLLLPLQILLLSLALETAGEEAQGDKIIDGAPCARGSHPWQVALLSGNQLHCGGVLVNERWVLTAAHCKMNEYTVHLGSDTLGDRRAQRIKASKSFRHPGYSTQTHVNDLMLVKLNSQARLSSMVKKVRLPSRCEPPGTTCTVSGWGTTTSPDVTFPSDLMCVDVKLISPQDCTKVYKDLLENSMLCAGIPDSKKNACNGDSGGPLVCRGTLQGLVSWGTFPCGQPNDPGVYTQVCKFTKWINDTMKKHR
MBD2 DNA inh = blocks human MBD2 binding to methylated DNA. Q9UBB5. TR-FRET, MBD2 binding to methylated oligonucleotide. inhibition, % at 4.4 µM. 370,000 compounds, 0.31% hits. AID 686964; in the data active means inhibition above about 13%
TCR-CD3 inh = inhibitors of human TCR-CD3 interaction; TAMRA-labeled TCR probe fluorescence, biochemical; inhibition, % at 9.4 µM; 360,000 compounds, 0.37% hits; AID 651800; in the data active means inhibition above about 19%;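 further: recombinant mutant TCR 2C K166C tagged with TAMRA read by polarization; 0% = receptor in buffer alone and 100% = receptor with positive control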
UHRF1 binding = blocks human UHRF1 binding to methylated DNA. Q96T88. inhibition, % at 4.4 µM. 370,000 compounds, 0.75% hits. UHRF1 binding to methylated oligo, TR-FRET. AID 687016; in the data active means inhibition above about 21%;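 further: UHRF1 SRA domain binding a hemimethylated CpG hairpin DNA probe; 0% = median of test compound wells and 100% = reference inhibitor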
Target sequence (Q96T88 whole entry, looked up, the tested form may be a part): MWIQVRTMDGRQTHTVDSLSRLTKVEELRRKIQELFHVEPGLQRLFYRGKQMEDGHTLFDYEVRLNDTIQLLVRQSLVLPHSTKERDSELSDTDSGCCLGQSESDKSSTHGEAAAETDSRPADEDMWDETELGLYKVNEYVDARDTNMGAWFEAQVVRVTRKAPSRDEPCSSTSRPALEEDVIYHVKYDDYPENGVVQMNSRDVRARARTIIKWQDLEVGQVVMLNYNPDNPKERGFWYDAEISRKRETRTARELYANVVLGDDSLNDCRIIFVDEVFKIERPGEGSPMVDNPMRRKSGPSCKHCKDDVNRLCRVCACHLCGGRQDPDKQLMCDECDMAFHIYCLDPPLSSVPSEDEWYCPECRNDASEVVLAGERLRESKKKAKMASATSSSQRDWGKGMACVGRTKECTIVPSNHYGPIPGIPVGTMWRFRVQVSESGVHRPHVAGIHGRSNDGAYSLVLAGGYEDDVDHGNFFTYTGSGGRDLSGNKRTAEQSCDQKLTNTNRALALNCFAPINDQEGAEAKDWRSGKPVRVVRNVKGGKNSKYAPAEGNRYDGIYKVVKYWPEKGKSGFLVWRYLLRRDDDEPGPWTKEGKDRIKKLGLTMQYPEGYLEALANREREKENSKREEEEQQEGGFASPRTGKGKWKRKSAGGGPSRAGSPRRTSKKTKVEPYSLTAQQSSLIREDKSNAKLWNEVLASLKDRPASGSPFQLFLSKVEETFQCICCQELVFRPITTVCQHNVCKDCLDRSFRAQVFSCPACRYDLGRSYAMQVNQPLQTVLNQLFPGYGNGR
Tn6 DDE FP = disrupts Tn6 cyclic peptide binding to fibrin D-Dimer-E complex. Fibrin DD(E) TRITC-Tn6 fluorescence polarization displacement. inhibition, % at 8.3 µM. 370,000 compounds, 0.21% hits. AID 720509;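 active means inhibition above a per-campaign cutoff: mean of compounds within control limits plus 3 SD, cut at about 15% in these data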;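 further: 0% = median of all compound wells on the plate and 100% = blocking peptide control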
Numbers without * were called inactive; . = not tested or not shown; & = joins results of further samples.

DDE Tn7 FP inh,TDP2 inh,SIAE primary,LEDGF integ inh,PRMT1 FP inh,proKLK7 act,MBD2 DNA inh,TCR-CD3 inh,UHRF1 binding,Tn6 DDE FP,mol
8,-10,1,1,-3,-0.7,-1,10,0,11,CC(=O)Nc1ccc(S(=O)(=O)N(C)CC(=O)NCCC2=CCCCC2)cc1
6,-7,0,2,9,0.6,8,6,5,-4,COc1ccc(S(=O)(=O)N2CCCCCC2)cc1C(=O)NCc1ccco1
1,-3,7,1,-2,0.2,3,4,0,2,S=C(NCc1ccco1)N1CCN(c2nc(-c3ccccc3)cs2)CC1
0,-16,-9,-3,-2,0.1,2,6,0,-8,COc1ccc(-n2nc(C(=O)NCC(=O)Nc3cccc(C)n3)c3ccccc3c2=O)cc1
2,-2,-6,-2,1,0.0,-1,4,0,2,COCc1ccc(C(=O)N(C)C2CCCN(Cc3ccccc3F)C2)o1 (configuration not stated)
3,-6,0,1,-4,0.5,-1,3,0,9,Cc1ccc2nc(CN(C)C(=O)[C@H]3O[C@@H](n4ccc(N)nc4=O)[C@H](O)[C@@H]3O)[nH]c2c1
0,2,-1,-2,1,-0.2,2,0,4,-5,CCOC(=O)c1[nH]c2ccccc2c1NC(=O)NC(C)C
-1,6,-2,-2,1,-0.1,0,5,-3,4,O=C(NNC(=O)c1ccc(Br)s1)NC1CCCCC1
-1,-14,7,-3,1,-0.2,6,0,0,4,COc1ccc(NC(=O)COC(=O)C2CCC2)cc1Cl
10,-10,-4,0,-2,0.9,-5,16,-2,1,COc1ccc2ncn(-c3ccccc3)c2c1
-1,-4,0,-3,4,-1.4,12,-2,19,-7,COCOCCn1cc(CN2CCS(=O)(=O)N(Cc3ccc(-c4cccc(N(C)C)c4)cc3)C(CC(C)C)C2=O)nn1 (configuration not stated)
-4,5,4,-7,1,-0.2,1,-5,-3,-4,Nc1ccc(Oc2ccc(Br)cc2)cc1
-1,-12,3,5,2,0.2,-3,3,0,-2,CCc1ccc(N(C(=O)CCC(=O)Nc2cc(C)on2)C(C(=O)NC(C)(C)C)c2ccc(OC)cc2)cc1 (configuration not stated)
0,16,-2,0,-4,0.3,-4,3,-2,4,CC(C)c1csc(CN2CCC(CCC(=O)NCC3CCCO3)CC2)n1 (configuration not stated)
0,-2,3,-1,2,0.1,-5,-2,-1,4,COc1cccc(C(O)c2ncc(-c3ccccc3)[nH]2)c1 (configuration not stated)
-1,-7,-4,-1,-2,-2.4,-6,17,-4,-3,O=C(N/N=C/c1cc(Br)c(O)c(Br)c1O)c1cccnc1
-2,-4,5,-3,-2,0.3,0,4,-3,4,COc1ccc(C2=NOC(CNC(=S)N3CCOCC3)C2)cc1 (configuration not stated)
1,-1,-1,-1,0,0.0,-4,6,2,9,CCCN1CCN(C(=O)Cn2cnc3sc(C)c(S(=O)(=O)N4CCC(C)CC4)c3c2=O)CC1
1,9,4,-1,-2,-1.3,2,-2,-3,5,COc1ccc(OC)c(Nc2nc(-c3sc(C)nc3C)cs2)c1
-5,-15,-2,6,0,0.3,2,0,2,0,O=C(c1ccc(Oc2cc(Cl)cc(Cl)c2)o1)N1CCCCC1
4,11,-6,0,0,-0.3,2,-2,0,0,CC(C)c1ccccc1NC(=O)C1CN(S(=O)(=O)c2ccccc2)CCN1S(=O)(=O)c1ccccc1 (configuration not stated)
-4,-14,-2,1,2,-0.7,2,-6,1,2,COc1ccccc1OCCNC(=O)c1cccc(S(=O)(=O)NCc2ccccc2)c1
-2,6,-10,2,-1,0.2,-6,-4,2,-9,CCOC(=O)/C=C/C(=O)Nc1ccc(S(=O)(=O)Nc2c(C)cc(C)cc2C)cc1
-3,6,-1,4,3,-0.4,8,-6,5,7,COc1ccc(NC(=O)c2cccs2)cc1
4,-12,-4,-1,-1,0.6,0,2,-1,4,Cc1nc(S(=O)(=O)N(C)Cc2ccccc2)c(C#N)c(C)c1Cl
-3,15,6,-4,3,-1.0,5,1,-5,3,COc1ccc(OC)c(C2Nc3ccccc3NC3=C2C(=O)CC(C)(C)C3)c1 (configuration not stated)
-3,0,-2,5,-7,2.1,0,1,4,-2,CCN1CCN(c2ccc(S(=O)(=O)N3CCOCC3)cc2NC(=O)/C=C/c2cccc(OC)c2OC)CC1
-4,3,-1,1,-2,-0.3,-3,4,-4,3,OC(CN1CCOCC1)C12CC3CC(CC(C3)C1)C2 (configuration not stated)
2,2,-12,0,-1,0.2,3,-3,4,11,Cc1cccc(OC(=O)c2cccnc2)c1C
9,0,-2,-4,0,-0.5,3,-4,1,4,CCc1ccccc1N1CC23C=CC(O2)C(C(=O)OCC(C)C)C3C1=O (configuration not stated)

The last 3 records of the section above lead into the next:
DDE Tn7 FP inh,TDP2 inh,SIAE primary,LEDGF integ inh,PRMT1 FP inh,proKLK7 act,MBD2 DNA inh,TCR-CD3 inh,UHRF1 binding,Tn6 DDE FP,mol
-4,3,-1,1,-2,-0.3,-3,4,-4,3,OC(CN1CCOCC1)C12CC3CC(CC(C3)C1)C2 (configuration not stated)
2,2,-12,0,-1,0.2,3,-3,4,11,Cc1cccc(OC(=O)c2cccnc2)c1C
9,0,-2,-4,0,-0.5,3,-4,1,4,CCc1ccccc1N1CC23C=CC(O2)C(C(=O)OCC(C)C)C3C1=O (configuration not stated)
-3,0,-3,-1,0,-0.1,1,1,-2,3,O=C(c1ccccc1Cl)N1CCNCC1
2,-4,-2,5,4,-0.6,6,-7,2,4,Cc1nn(-c2ccc(N3CCCCC3)nn2)c(C)c1CCC(=O)Nc1cccc(F)c1
3,-15,3,-3,-1,0.3,3,8,-4,10,O=C(CN(c1ccc(Cl)c(C(F)(F)F)c1)S(=O)(=O)c1ccccc1)N1CCOCC1
5,10,6,-6,0,0.1,0,4,-3,6,Cc1c(NC(=O)c2cnn3c2NC(c2ccc(Br)cc2)CC3C(F)(F)F)c(=O)n(-c2ccccc2)n1C (configuration not stated)
0,2,-8,4,-8,0.3,7,.,-2,-1,COC(=O)[C@]1(C#N)CC(=O)N(C(C)C)[C@@H]1c1ccccc1
-4,7,6,3,2,0.5,1,-7,2,5,Cc1ccc(OC(=O)N(C)C[C@H]2OCc3cn(nn3)CCCC(=O)N([C@H](C)CO)C[C@@H]2C)cc1
-5,-3,-2,3,-3,0.2,1,3,0,-2,Cc1cccc(NC(=O)CN2CCN(C(=O)C3CCN(C(=O)/C=C/c4ccccc4)CC3)CC2)c1C
7,-15,4,-3,5,0.3,0,-3,3,-10,CCOn1c(=O)c(-c2ccc(F)cc2)[n+]([O-])c2ccccc21
10,7,2,-5,5,0.5,2,-1,-1,-2,CC1CCC2(CC1)NC(=O)N(CC(=O)Nc1ccc(F)cc1)C2=O (configuration not stated)
1,-1,-17,9,-1,0.4,2,3,3,-7,COc1cccc(Oc2ccc(C(F)(F)F)cc2NC(=O)c2cccc(F)c2)c1
4,0,-6,-2,4,0.8,10,-2,0,-5,CC(C)(C)NS(=O)(=O)c1ccc(CCC(=O)Nc2ccc3c(c2)OCO3)cc1
1,-1,6,-1,-1,0.6,2,3,0,-12,CC(C)(C)OC(=O)NCCCCCNC(=O)c1[nH]cnc1C(=O)Nc1nccs1
2,-10,-2,-1,-3,0.1,-1,2,0,0,CCOC(=O)C1C(=O)C=C(c2ccc(Br)cc2)CC1c1ccco1 (configuration not stated)
4,-10,-1,0,0,0.3,1,0,16,-1,N#Cc1cccc2cnccc12
-5,-4,0,-1,8,-1.2,5,-2,8,1,COC(=O)C1=CN(c2ccc(Oc3ccccc3)cc2)C(N)=C(C#N)C1c1cccc(OC)c1OC (configuration not stated)
0,18,10,1,4,-0.1,1,5,-1,1,COc1ccsc1NC(=O)OCc1ccc(Cl)cc1
1,0,1,1,2,1.2,4,1,0,5,CN(C)c1nc(SCC#N)nc(N2CCOCC2)n1
1,4,-5,4,1,-7.8,1,-2,1,-1,CN1CCN(CCCNC(=O)c2ccc3c(=O)n(CCc4ccccc4)c(=O)[nH]c3c2)CC1
6,7,6,-3,4,0.2,4,-5,-4,-6,Cc1csc(SCc2nnc(-c3ccccc3Br)o2)n1
1,-3,8,0,-2,0.2,-3,13,-1,5,O=C(C1CCN(c2nnc(-n3cccc3)s2)CC1)N1CCCCC1
-2,2,19*,-2,-1,0.1,-1,4,-2,2,Cc1ccc(C2(C)NC(=O)N(CC(=O)Nc3ccc(N4CCOCC4)cc3N3CCOCC3)C2=O)cc1 (configuration not stated)
-2,-8,-5,4,3,0.5,4,-5,2,0,CSc1ncc2ncn(C3OC(CO)C(O)C3O)c2n1 (configuration not stated)
5,2,-4,0,-3,0.3,4,-8,-3,2,Cc1cccc(OCCNC(=O)c2cccc(Oc3ccc(C(F)(F)F)cc3[N+](=O)[O-])c2)c1
4,1,-5,-4,4,0.7,2,-3,2,-1,Cc1ccnc(NS(=O)(=O)c2ccc(NC(=O)c3oc4ccccc4c3C)cc2)n1
3,-2,-1,-1,-3,0.3,1,-4,0,-9,COc1cccc(OC)c1C(=O)N1CCN(S(=O)(=O)c2ccc(C)cc2)CC1
-4,-5,-1,5,-3,0.8,1,4,1,2,Cc1ccc(-n2c(C)cc(C=C3C(=O)N(C)C(=O)N(C)C3=O)c2C)cc1
-3,-6,-3,-7,4,0.2,-1,-4,2,-6,CC(C)c1ccc(N(CC(=O)NCCSC(C)(C)C)S(C)(=O)=O)cc1
5,8,-8,-3,-1,0.0,2,9,-6,0,COc1ccc(N(CN2C(=O)c3ccccc3C2=O)C(=O)COc2ccc(Cl)cc2Cl)cc1
6&5,4&7,5&4,-2&4,-3&-2,0.7&0.4,-2&-11,5&9,-2&-5,3&4,COC(=O)[C@H]1[C@H]2C[C@H]3c4[nH]c5ccccc5c4CCN3C[C@@H]2CC[C@@H]1O
-11,-9,-2,2,-3,0.0,3,-3,2,-1,CCCCC(=O)NCCNc1nc2c(c(=O)n(C)c(=O)n2C)n1Cc1ccc(F)cc1
5,3,-3,-2,7,0.1,4,2,1,9,CC(C)C(C(=O)NC1CCCC1)N1CCN(c2ncccc2C#N)CC1 (configuration not stated)
-1,-9,-2,0,5,-0.1,-1,-2,-1,2,COc1ccc(-c2n[nH]c(=S)n2/N=C/c2cccn2C)cc1
5,5,0,-2,1,-0.1,2,-2,2,3,CC(C(=O)N1CCN(C2c3ccccc3-c3ccccc32)CC1)N1C(=O)c2ccccc2C1=O (configuration not stated)
-6,-12,-1,-1,0,0.1,-5,12,-1,6,O=C(/C=N/NC(=O)c1ccc(Cl)cc1Cl)c1ccccc1
2,26*,-3,-3,-1,-0.1,-1,-4,0,-4,CCOC(=O)C1(CCOC)CCN(C(=O)c2sccc2C)CC1
-5,6,-2,3,-1,-0.7,-1,20*,1,1,COc1ccc(Cl)cc1C(=O)NNC(=O)COC(=O)c1ccc(Br)o1

High-throughput results as filed in PubChem.
